Bioassay records from PubChem.
ERAP1 HTS inh = blocks human ERAP1 aminopeptidase activity. Q9NZ08. recombinant ERAP1, Leu-AMC fluorescence, 60 min. inhibition, % at 10.7 µM. 0.15% of 340,000 active. AID 652197;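 active = mean replicate inhibition of at least 30%, or all replicates individually reaching that 30% level; inactive = mean below 30% and not every replicate reaching it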;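 also: 0% = neutral control wells and 100% = L-leucinethiol positive control wells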
Target sequence (Q9NZ08 whole entry, looked up): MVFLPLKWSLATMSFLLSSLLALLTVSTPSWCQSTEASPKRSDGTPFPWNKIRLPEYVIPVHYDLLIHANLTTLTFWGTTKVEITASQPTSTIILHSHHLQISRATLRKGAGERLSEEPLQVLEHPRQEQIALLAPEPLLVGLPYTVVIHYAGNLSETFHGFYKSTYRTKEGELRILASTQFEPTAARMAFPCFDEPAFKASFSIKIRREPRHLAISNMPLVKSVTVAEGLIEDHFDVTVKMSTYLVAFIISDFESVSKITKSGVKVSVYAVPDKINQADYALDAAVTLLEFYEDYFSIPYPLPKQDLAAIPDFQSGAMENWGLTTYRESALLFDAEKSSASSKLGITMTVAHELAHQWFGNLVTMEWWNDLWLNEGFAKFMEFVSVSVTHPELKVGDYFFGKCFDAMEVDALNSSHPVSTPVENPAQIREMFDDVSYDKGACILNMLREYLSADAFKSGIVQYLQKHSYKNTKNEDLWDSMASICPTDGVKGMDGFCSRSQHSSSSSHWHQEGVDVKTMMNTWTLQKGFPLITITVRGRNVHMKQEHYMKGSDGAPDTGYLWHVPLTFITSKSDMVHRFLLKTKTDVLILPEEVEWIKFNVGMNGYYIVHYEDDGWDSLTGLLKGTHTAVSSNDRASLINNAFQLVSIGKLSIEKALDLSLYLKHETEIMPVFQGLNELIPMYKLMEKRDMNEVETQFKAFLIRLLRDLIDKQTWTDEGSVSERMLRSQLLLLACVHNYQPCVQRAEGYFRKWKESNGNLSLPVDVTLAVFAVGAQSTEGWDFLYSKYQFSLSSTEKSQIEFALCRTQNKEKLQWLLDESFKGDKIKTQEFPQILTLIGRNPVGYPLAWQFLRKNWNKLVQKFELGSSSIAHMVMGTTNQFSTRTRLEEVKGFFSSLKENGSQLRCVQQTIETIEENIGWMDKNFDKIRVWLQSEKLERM
FN deposition inh = fibronectin deposition inhibition; AH1F fibroblasts, Alexa488-fibronectin deposition fluorescence, overnight; inhibition, % at 12.6 µM; 0.086% of 350,000 active; AID 743247;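 active = mean inhibition across replicates of 30% or more, regardless of how many single replicates reach that level; inconclusive = mean under 30% yet at least half of replicates reach 30%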;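 also: positive control wells lacked labelled fibronectin entirely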
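material = AH1F fibroblast monolayer depositing Alexa488-labelled fibronectin into matrix | amount = 10000 AH1F cells/well | buffer or medium = DMEM plus 2% serum, read in PBS | incubation = 1 h cell adhesion before compound, then overnight fibronectin incubation | detection = fluorescence at 485 nm excitation, 525 nm emission | evaluation = percent inhibition as loss of matrix-bound fibronectin fluorescence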
PglD inh = inhibitors of Campylobacter jejuni PglD acetyltransferase | purified PglD enzyme, DTNB colorimetric CoA detection | inhibition, % at 12.5 µM | 0.098% of 360,000 active | AID 602405; in the data active = inhibition above about 16%, passing the limit was not always enough; inconclusive = no clear call, values can overlap the other calls; also: strong numbers were not always called active
S100A4 MyoIIA = blocks human S100A4 binding to myosin IIA peptide | P26447 | 0.14% of 360,000 active | S100A4/TAMRA-MyoIIA peptide fluorescence polarization | inhibition, % at 10.7 µM;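 active = mean inhibition of at least 70% across replicates, with every replicate also reaching that level; inconclusive = mean inhibition reaches 70% but some replicates fall short; inactive = mean inhibition below 70%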
Target sequence (P26447 whole entry, looked up): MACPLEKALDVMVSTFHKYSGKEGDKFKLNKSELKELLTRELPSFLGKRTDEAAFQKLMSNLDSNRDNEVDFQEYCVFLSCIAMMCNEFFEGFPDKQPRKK
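Material: S100A4 monomer protein / Buffer or medium: 50 mM HEPES pH 7.2, 10 mM CaCl2, 100 mM KCl / Times: 5 min incubation before reading / Benchmarks: neutral control DMSO, positive control TFP / Reagent: labelled myosin peptide probe, 5 nM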
EWS-Fli inh = blocks EWS/Fli oncoprotein-driven transcription | A673 NR0B1-luciferase reporter, viability-normalised | 0.67% of 350,000 active | AID 651661 | inhibition, % at 12.6 µM;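 active = mean inhibition of at least 50% after viability correction, with every replicate also passing that limit; inconclusive = mean reaches 50% but only one of two replicates passes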;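 also: firefly luciferase signal divided by Alamar Blue viability fluorescence both relative to DMSO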
PAX8 reporter = inhibitors of PAX8 transcriptional activity in RMG-I cells; RMG-I TPO-luciferase reporter, SteadyGlo, 24 h; inhibition, % at 12.6 µM; 1.2% of 360,000 active;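 active = mean replicate inhibition at least 60% with every replicate also reaching 60%; inconclusive = only one of the two criteria is met; inactive = mean below 60% and not all replicates reaching 60%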;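 also: luciferase light reporting Pax8 driven TPO promoter activity; plate controls were median of neutral control wells for no effect and mitoxantrone controls for full effect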
LGR2 antag = blocks bursicon-induced cAMP signaling via Drosophila LGR2; 0.35% of 380,000 active; inhibition, % at 9.99 µM; HEK293 LGR2, CRE-luciferase, bursicon-stimulated, 4 h; AID 720647;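 active = drop in luminescence signal, shown as inhibition above about 50% in the replicate tests, limit read from the data, passing the limit was not always enough; inconclusive = probably only some replicates passing the limit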;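 also: agonist challenge used bursicon conditioned medium at about half maximal strength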
PGC1a acetyl inh = modulators of PGC1a acetylation. U2OS PGC1a acetylation, AlphaScreen anti-acetyl-lysine; with virally co-expressed GCN5 acetyltransferase. AID 651687. 0.17% of 350,000 active. inhibition, % at 15.6 µM;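 active = every replicate shows inhibition of at least 40%; inconclusive = mean inhibition at least 40% but some replicate below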;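 also: 0% = neutral control wells and 100% = positive control wells; some results beyond the cut were filed as inactive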
* hit, by the source's call; ? = inconclusive; / = not tested or not shown; & = joins results of further samples.

Sequence of screens – ERAP1 HTS inh | FN deposition inh | PglD inh | S100A4 MyoIIA | EWS-Fli inh | PAX8 reporter | LGR2 antag | PGC1a acetyl inh
> O=C(C[C@H]1CC[C@H]2[C@@H](COC[C@@H](O)CN2S(=O)(=O)c2ccccc2Cl)O1)N1CCC(Cc2ccccc2)CC1
    0.9 | -1.2 | -38.4 | ? | 22.7 | 80.2* | 3.8 | -0.1
> CO[C@H]1CN(C)C(=O)c2ccc(NC(=O)C3CC3)cc2OC[C@@H](C)N(Cc2ccccc2)C[C@H]1C
    -3.5 | -6.4 | 3.9 | -1.7 | -8.6 | / | -13.5 | -11.2
> CCOC(=O)N1CCN(C(=O)c2cc(Cl)c(Cl)cc2C(=O)O)CC1
    -0.3 | / | / | 6.2 | 2.8 | / | 1.7 | 84.4*
> O=C(Cc1ccccc1)Nc1cccc(NC(=O)c2cccs2)c1
    3.4 | -14.6 | / | 2.4 | 12.9 | -1.8 | -26.9 | 1.4
> CC1(C(=O)NS(=O)(=O)C2CC2)CCCN(C(=O)c2cccc(OC(F)(F)F)c2)C1 (stereo unspecified)
    -0.4 | / | 7.0 | -1.0 | 5.4 | 4.9 | 4.6 | 11.0
> CCCN1CCN(CCCNC(=O)Cn2nc(C)n3c(cc4cc(OC)ccc43)c2=O)CC1
    -3.7 | -2.4 | -5.9 | 9.0 | -1.1 | 4.0 | -3.4 | 4.9
> CC(CC(=O)O)CC(=O)Nc1cccc([N+](=O)[O-])c1 (stereo unspecified)
    -5.0 | -4.3 | / | -4.7 | 9.2 | -5.9 | -11.9 | /
> CC1(C)CN(C2CCCCC2)C(=O)[C@H]1CC(=O)Nc1ccccc1
    0.0 | -2.0 | -4.5 | 4.7 | -24.8 | -3.6 | 2.9 | -9.9
> Cc1cc(SCC2=NNC(=O)C2)c(Cl)cc1Cl
    -1.0 | -1.8 | 2.6 | -0.1 | 9.1 | 2.2 | -15.7 | 0.0
> CCCCNC(=O)COC(=O)C1CCN(S(=O)(=O)c2ccc3c(c2)OCCO3)CC1
    2.3 | 0.4 | 4.4 | 5.1 | 4.5 | 5.6 | -7.6 | 2.5
> COc1ccc(CC(=O)NNC(=O)c2ccncc2)cc1
    -0.4 | 2.2 | 6.4 | 12.1 | 0.1 | -3.2 | 3.0 | -3.0
> Cc1ccccc1NC(=O)Nc1ccc2c(c1)C(=O)N(C)[C@H]1CC[C@@H](CC(=O)NCC3CC3)O[C@H]1CO2
    4.6 | -10.9 | -4.6 | -1.3 | 7.0 | 6.1 | 10.3 | -3.9
> C=CCN(c1ccccc1)S(=O)(=O)c1ccc2c(c1)NC(=O)C(C)C(=O)N2 (stereo unspecified)
    4.3 | 4.2 | -7.0 | -2.3 | 4.0 | 7.2 | -24.7 | -5.4
> CC1(C(=O)NS(=O)(=O)c2ccccc2Cl)CCN1C(=O)C1(c2ccc(Cl)cc2)CCC1 (stereo unspecified)
    1.9 | 1.2 | -5.5 | 1.0 | 5.3 | 12.0 | 9.2 | 11.9
> CC1=Nc2ccccc2N=C(N)C1c1ccccc1 (stereo unspecified)
    0.1 | 4.3 | / | -4.2 | -6.9 | -17.5 | -24.9 | -9.6
> COCCCNC(=O)c1ccc2c(=O)n(Cc3ccc(OC)cc3)c(=O)[nH]c2c1
    0.8 | 0.2 | / | -12.0 | -20.0 | -3.3 | 7.6 | -8.7
> CCOC(=O)C1(Cc2ccccc2C)CCCN(C(=O)c2ccoc2)C1 (stereo unspecified)
    2.6 | 2.1 | -2.9 | 1.8 | -35.3 | -67.8 | -21.6 | -2.5
> Cc1cccc(N2CCN(C(=O)c3ccc4nc(N5CCCCC5)sc4c3)CC2)c1C
    / | -2.6 | 3.9 | -7.5 | -17.3 | 6.6 | -28.5 | -8.4
> CO[C@H]1CN(C)C(=O)c2ccc(NC(=O)C3CCC3)cc2OC[C@H](C)N(Cc2ccncc2)C[C@H]1C
    -0.7 | / | -0.8 | 1.7 | -1.5 | 7.2 | 0.0 | /
> CCN1CNC(=S)N(Cc2ccccc2)C1
    1.2 | -0.7 | -0.7 | 0.7 | / | 3.6 | 5.1 | 3.3

(next part)
Sequence of screens – ERAP1 HTS inh | FN deposition inh | PglD inh | S100A4 MyoIIA | EWS-Fli inh | PAX8 reporter | LGR2 antag | PGC1a acetyl inh
> CCOC(=O)N1CCN(C(=O)COC(=O)C2CCN(S(=O)(=O)c3c(Cl)cccc3Cl)CC2)CC1
    2.0 | 3.2 | -1.2 | -3.1 | -2.4 | 6.8 | -6.0 | /
> COc1cccc(C(C(=O)NC2CCCC2)N(C(=O)c2ccco2)c2ccccc2)c1OC (stereo unspecified)
    -3.1 | -12.8 | -4.4 | -0.5 | 6.4 | -1.0 | 9.5 | -14.0
> Cc1[nH]c2ccccc2c1CCNC(=O)CCC(=O)c1ccccc1
    -0.1 | 9.2 | -1.5 | -0.7 | -6.0 | 7.8 | 7.4 | -3.8
> Cc1cc(C(=O)CN2C(=O)NC3(CCCc4sccc43)C2=O)c(C)n1-c1ccc(Cl)cc1 (stereo unspecified)
    4.1 | 1.1 | 2.3 | -26.6 | 23.6 | 32.7 | 8.9 | -2.3
> CC(C)CN(C(=O)COC(=O)C1=COCCO1)c1c(N)n(Cc2ccccc2)c(=O)[nH]c1=O
    -6.7 | 2.4 | 2.1 | -2.5 | -3.3 | 0.3 | 6.1 | /
> COCc1cn(CC[C@@H]2CC[C@H](NC(=O)Nc3c(C)noc3C)[C@@H](CO)O2)nn1
    1.0 | 3.0 | 0.2 | -7.8 | -7.1 | -6.8 | -30.9 | 10.2
> O=C(NC(=S)NCc1ccccc1)c1cccs1
    0.6 | 3.0 | -1.0 | -11.6 | 0.4 | -16.5 | -5.0 | 1.4
> COc1ccc(CN(C)C[C@@H]2Oc3ccc(NC(=O)C4CCCCC4)cc3CC(=O)N([C@@H](C)CO)C[C@H]2C)cc1
    -0.4 | / | 12.0 | 11.3 | 4.2 | / | 0.4 | 3.2
> Cc1ccn2c(CNC(C)CCn3cccn3)c(C(=O)N3CCCCCC3)nc2c1 (stereo unspecified)
    -5.8 | 1.7 | / | 1.3 | -4.4 | 16.9 | 10.6 | -1.6
> COc1ccccc1-c1nnc(SCC(=O)Nc2ccc(N3CCOCC3)cc2)n1N
    -0.1 | 4.7 | 5.9 | 8.9 | -31.9 | -10.2 | / | -10.4
> CC(=O)OC1CC(C)(C)N(OC(=O)c2ccccc2)C(C)(C)C1
    / | -5.5 | 1.8 | / | / | -9.9 | / | 1.3
> COC(=O)c1cc2c(c3c4cc(F)ccc4n(S(=O)(=O)c4cccc(C)c4)c13)C(=O)N(c1ccc(OC)cc1)C2
    1.3 | 4.3 | / | 14.9 | -12.0 | -9.5 | 2.0 | /
> Cc1nc2ncnn2c(N2CCCC(C(=O)Nc3ccccc3Br)C2)c1C (stereo unspecified)
    -4.9 | -5.4 | 2.0 | -3.1 | 0.5 | 10.6 | 3.5 | 6.4
> O=C(C[C@H]1CC[C@H]2[C@@H](COC[C@@H](O)CN2S(=O)(=O)c2ccc(F)cc2)O1)N[C@@H]1CCN(Cc2ccccc2)C1
    -1.3&0.2 | -3.1&-1.1 | 0.3 | -2.0&2.1 | 1.3&7.1 | 16.8&-16.3 | 11.8&-16.9 | -1.7
> CN(C(=O)c1ccncc1)C1CCCCC1
    -1.8 | 3.2 | -6.4 | -1.9 | 3.6 | 7.3 | -4.6 | 16.1
> O=C1CN(S(=O)(=O)Cc2ccccc2)C[C@@H]2[C@H](c3ccc(C#CCC4CCCC4)cc3)[C@H](CO)N12
    0.5 | / | / | -5.6 | 4.7 | 43.5 | -23.2 | 0.4
> C=CCn1c(SC(C)C#N)nc2sc(CC)cc2c1=O (stereo unspecified)
    1.3 | 15.9 | / | -1.2 | -5.8 | -26.6 | -17.4 | 1.4
> COCCNC(=O)CCC(=O)NNc1nc2ccccc2c2nc(-c3ccccc3)nn12
    3.8 | 5.4 | / | 3.0 | -2.0 | 1.0 | 9.5 | /
> COc1ccc(-n2nnnc2/C(=C/N(C)C)C(=O)c2ccccc2)cc1
    -2.9 | 6.3 | -4.9 | -0.3 | 0.9 | 0.5 | -10.8 | /
> Cc1cc(NC(=O)c2sc(Nc3ccc(F)cc3)nc2N)no1
    0.3 | 7.8 | 6.9 | -1.7 | -44.4 | -50.3 | -15.6 | 2.7

(further entries)
Sequence of screens – ERAP1 HTS inh | FN deposition inh | PglD inh | S100A4 MyoIIA | EWS-Fli inh | PAX8 reporter | LGR2 antag | PGC1a acetyl inh
> O=C(NC1CCCCCCC1)c1cccc(Cl)c1
    -1.7 | 3.1 | -8.1 | 6.9 | -96.1 | -136.5 | -44.4 | /
> Nc1cccc(-c2cccc3nncn23)c1
    -3.9 | / | 11.1 | -2.9 | -3.5 | 11.0 | -1.4 | /
> CCO/C=C1\C(=O)N(CC)c2ccccc21
    / | 8.6 | -0.1 | / | / | 3.1 | / | 1.9
> CC(=O)N1CC[n+]2c(-c3ccc(Cl)cc3)csc21
    14.0 | 0.5 | / | 0.8 | 14.3 | 18.0 | 6.3 | /
> Cc1cc(NC(=O)c2ccno2)no1
    -1.4 | / | 5.1 | -1.0 | 0.0 | -5.8 | -3.6 | 1.7
> O=C(C[C@@H]1CC[C@@H]2[C@H](COC[C@H](O)CN2S(=O)(=O)c2ccc(Oc3ccccc3)cc2)O1)Nc1ccccc1
    0.1 | 6.8 | 2.0 | -10.3 | / | / | 10.1 | -3.1
> C[C@H]1CN([C@@H](C)CO)C(=O)c2cc(NC(=O)Nc3ccc(F)cc3)ccc2O[C@H]1CN(C)S(=O)(=O)c1ccc(Cl)cc1
    2.7 | / | 2.9 | 29.0 | 23.2 | -10.9 | 18.5 | -7.6
> C[C@H](CO)N1C[C@H](C)[C@@H](CN(C)S(=O)(=O)c2ccccc2)Oc2ccc(NC(=O)Nc3ccccc3)cc2C1=O
    -0.5&-2.0 | -17.5&1.2 | 2.5&-15.8 | 0.3&-0.1 | -2.2&6.6 | -1.8&-2.3 | -1.8&-7.0 | -0.3&-2.5
> C[C@@H]1CCCCO[C@@H](CN(C)C(=O)c2ccccc2)[C@@H](C)CN([C@H](C)CO)C(=O)c2cc(NC(=O)NC3CCCCC3)ccc2O1
    -3.2 | 5.5 | 1.6 | -5.2 | -6.2 | -22.1 | 9.9 | 6.9
> COc1ccc(N2CCN(C(CNC(=O)C(C)(C)C)c3ccco3)CC2)cc1 (stereo unspecified)
    -1.8 | 2.4 | / | 2.0 | -2.1 | -17.4 | -2.0 | 3.9
> CCOc1ncccc1C(=O)Nc1ccc(Cl)c(S(=O)(=O)N2CCCC2)c1
    -3.8 | -2.3 | 1.2 | -0.6 | 2.8 | -8.7 | 15.7 | -0.4
> COc1ccc2c3c(n(C)c2c1)[C@@H](CO)N(S(C)(=O)=O)CC31CCN(Cc2cccnc2)CC1
    2.6 | / | / | 5.6 | -12.0 | -9.0 | 5.9 | 3.4
